Screening data (PubChem BioAssay)
MITF primary: human MITF inhibition, primary screen; O75030; AlphaScreen MITF homodimerization, bead proximity signal; inhibition, % at 2.6 µM; 650,000 compounds, 0.91% hits; AID 1259374; in the data active = inhibition above about 50%;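 also: 0% = vehicle wells with protein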
Target sequence (O75030 whole entry, looked up): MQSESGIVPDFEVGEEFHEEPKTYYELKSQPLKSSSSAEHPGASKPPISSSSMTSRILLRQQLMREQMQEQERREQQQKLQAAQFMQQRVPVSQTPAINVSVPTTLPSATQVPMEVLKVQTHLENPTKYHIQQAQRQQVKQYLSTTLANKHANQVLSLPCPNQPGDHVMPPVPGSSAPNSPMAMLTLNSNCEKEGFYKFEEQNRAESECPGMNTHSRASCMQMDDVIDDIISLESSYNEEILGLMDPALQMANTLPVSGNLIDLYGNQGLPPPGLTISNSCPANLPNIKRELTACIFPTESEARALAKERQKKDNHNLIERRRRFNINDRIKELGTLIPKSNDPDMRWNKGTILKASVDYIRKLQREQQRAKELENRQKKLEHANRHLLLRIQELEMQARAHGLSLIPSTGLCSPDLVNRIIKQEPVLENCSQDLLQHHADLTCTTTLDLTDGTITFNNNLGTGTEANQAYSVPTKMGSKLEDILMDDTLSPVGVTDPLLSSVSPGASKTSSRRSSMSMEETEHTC
FBW7 act: activators of human E3 ligase FBW7. Q969H0. AlphaScreen FBW7–phospho-cyclin E peptide binding, activator screen. normalized activity (activation), % at 26.1 µM. 650,000 compounds, 0.13% hits; in the data active = normalized activity above about 1.9%;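 also: purified mutant Fbw7 with reduced substrate affinity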
GPR151 ag: human GPR151 activation; Q8TDV0; PathHunter beta-arrestin GPR151 cells, luminescence; activation, % at 11.2 µM; 650,000 compounds, 1% hits; AID 1508602; in the data active = activation above about 4.9%;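 also: 0% = median of compound wells and 100% = cells with positive control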
Target sequence (Q8TDV0 whole entry, looked up): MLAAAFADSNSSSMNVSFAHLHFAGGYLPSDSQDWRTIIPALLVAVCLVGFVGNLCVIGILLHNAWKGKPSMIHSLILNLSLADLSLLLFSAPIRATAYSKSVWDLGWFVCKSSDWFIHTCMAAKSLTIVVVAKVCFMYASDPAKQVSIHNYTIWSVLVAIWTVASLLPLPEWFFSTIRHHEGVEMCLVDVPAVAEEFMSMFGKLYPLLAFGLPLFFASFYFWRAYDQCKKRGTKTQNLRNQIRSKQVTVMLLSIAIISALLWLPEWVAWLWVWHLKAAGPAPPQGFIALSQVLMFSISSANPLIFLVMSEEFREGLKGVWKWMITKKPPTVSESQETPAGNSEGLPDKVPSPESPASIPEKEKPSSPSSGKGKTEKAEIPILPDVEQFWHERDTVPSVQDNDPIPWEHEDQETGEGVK
TEAD-YAP block: TEAD-YAP interaction inhibition | inhibition, % at 9.12 µM | AID 1259422 | HEK-TIYL cells, TEAD-Gal4/YAP UAS-luciferase luminescence | 640,000 compounds, 1.4% hits; in the data active = inhibition above about 32%;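 also: 0% = median of test compound wells and 100% = reference inhibitor wells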
* = called active by the depositor. Not a hit list; overall some 3.5% were active at least once.

SMILES	MITF primary	FBW7 act	GPR151 ag	TEAD-YAP block
COC(=O)c1ccc(N(C(=O)c2ccco2)C(C(=O)NC2CCCC2)c2cccnc2)cc1 (stereo not drawn)	13	0.1	-0.4	-1
Cc1cc2c(cc(C(=O)OC(C)C(=O)NCc3ccccc3)n2C)o1 (stereo not drawn)	1	0.3	-0.1	4
CC(=O)Nc1cccc(NC(=S)Nc2ccc([N+](=O)[O-])cc2)c1	8	-0.1	-1.1	2
Cc1cc(NC(=O)c2cc3nc(-c4ccc([N+](=O)[O-])cc4)cc(C(F)(F)F)n3n2)no1	12	1.1	-0.1	12
Clc1ccc(-c2noc(CCc3ccccc3)n2)cc1	-4	0.1	1.0	-16
Cc1ncoc1C(=O)NCC1Cc2cccc(-c3ccccc3C(F)(F)F)c2O1 (stereo not drawn)	6	0.2	-0.2	-9
O=C(Nc1nnc(S(=O)(=O)N2CCCCCC2)s1)c1ccco1	4	0.0	3.2	-5
c1ccc(OCCNc2nc(-c3ccc(N4CCOCC4)nc3)nc3nc[nH]c23)cc1	-1	0.0	-1.2	-12
CCOCCCNC(=O)CS(=O)Cc1nc(-c2ccc(Cl)cc2)oc1C (stereo not drawn)	15	0.8	0.3	6
O=C(NCCOc1ccccc1)c1ccc2nc(Nc3ccncc3)sc2c1	-4	-0.1	-1.3	-41
CCOc1ccc(/C(O)=C2/C(=O)C(=O)N(CCN(CC)CC)C2c2ccc(F)cc2)c(C)c1 (stereo not drawn)	-14	0.0	0.2	0
COc1ccc(C(=O)Nc2ccc3oc(-c4cccc(Br)c4)nc3c2)cc1[N+](=O)[O-]	0	0.0	-0.8	-13
CCSc1nnc(NC(=O)C2CCCO2)s1 (stereo not drawn)	4	0.0	-0.7	-28
COc1cc(C(=O)N2CCN(Cc3ccc(C(F)(F)F)cc3)CC2)cc(OC)c1OC	27	0.9	0.5	-2
CCSc1nnc(NC(=O)c2ccc(C)cc2)s1	-7	0.0	3.4	-43
C=CCNC(=O)CN1CCC(Cn2cnc3cc(C)c(C)cc32)CC1	54*	-0.3	0.4	13
CCc1ccccc1N(CC(=O)NC1CC1)S(C)(=O)=O	18	0.5	-2.0	2
O=C(CSc1nc2[nH]ncc2c(=O)[nH]1)N1CCC(Cc2ccccc2)CC1	-11	-0.1	4.3	0
COc1ccc(-c2cc(N)n(S(=O)(=O)c3ccc(F)c(C)c3)n2)c(OC)c1	12	0.2	1.4	6
CC(=O)N1CCSc2cc(S(=O)(=O)NCc3ccccc3Cl)ccc21	-3	0.0	-0.6	12
COc1ccc(CCNC(=O)CCCCCn2c(SCc3cc(=O)n4cc(Cl)ccc4n3)nc3ccsc3c2=O)cc1OC	0	-0.2	-2.0	-2
COc1cc(/C=C2\NC(=S)N(C)C2=O)ccc1OCc1cccc(F)c1	14	0.5	-0.6	-11
CN=c1scc(-c2cccs2)n1/N=C/c1ccc[nH]1	17	-0.2	-1.3	87*
CC(C)N1CCN(Cc2cccn2-c2ncccn2)CC1CCO (stereo not drawn)	1	-0.1	-1.8	-9
COc1cc(C)c(C)cc1S(=O)(=O)N1C(C)CCCC1C (stereo not drawn)	6	0.1	-0.3	7

Part of the list above, reformatted.
canonical_smiles,MITF primary,FBW7 act,GPR151 ag,TEAD-YAP block
COc1ccc(CCNC(=O)CCCCCn2c(SCc3cc(=O)n4cc(Cl)ccc4n3)nc3ccsc3c2=O)cc1OC,0,-0.2,-2.0,-2
COc1cc(/C=C2\NC(=S)N(C)C2=O)ccc1OCc1cccc(F)c1,14,0.5,-0.6,-11
CN=c1scc(-c2cccs2)n1/N=C/c1ccc[nH]1,17,-0.2,-1.3,87*
CC(C)N1CCN(Cc2cccn2-c2ncccn2)CC1CCO (stereo not drawn),1,-0.1,-1.8,-9

Looked up by structure from the list above, 4 records:
SMILES	MITF primary	FBW7 act	GPR151 ag	TEAD-YAP block
CCSc1nnc(NC(=O)c2ccc(C)cc2)s1	-7	0.0	3.4	-43
c1ccc(OCCNc2nc(-c3ccc(N4CCOCC4)nc3)nc3nc[nH]c23)cc1	-1	0.0	-1.2	-12
CC(C)N1CCN(Cc2cccn2-c2ncccn2)CC1CCO (stereo not drawn)	1	-0.1	-1.8	-9
CCOc1ccc(/C(O)=C2/C(=O)C(=O)N(CCN(CC)CC)C2c2ccc(F)cc2)c(C)c1 (stereo not drawn)	-14	0.0	0.2	0

Next entries:
SMILES	MITF primary	FBW7 act	GPR151 ag	TEAD-YAP block
O=C(N/C(=C\c1ccc2c(c1)OCO2)C(=O)N1CCOCC1)c1ccco1	15	0.5	-1.5	0
COC(=O)[C@@H](NC(=O)C1CCCN(c2nc(C)c3ccc(OC)cc3n2)C1)c1ccccc1 (stereo partly drawn)	-12	0.0	1.0	-5
Nc1cc2[nH]c(=O)[nH]c2cc1Br	12	0.0	0.6	0
CC(=O)c1ccc(NC(=O)c2ccc(S(=O)(=O)N(C)C)cc2)cc1	20	0.7	-1.8	-1
Cc1cc(C(=O)Nc2ccccc2C(=O)O)ccc1N	11	-0.1	-5.3	2
COc1cccc(NC(=O)Nc2nnc(N3CCCCC3)s2)c1	1	-0.3	3.6	1
Cc1ccc(S(=O)(=O)ON2C(=O)c3cccc4cccc(c34)C2=O)cc1	-9	0.0	1.6	5
CCOc1cc(C2NC(=S)NC(C)=C2C(=O)Nc2ccc(C)cc2)ccc1O (stereo not drawn)	5	-0.1	0.6	1
Cc1cc(C)n2nc(SC(C)C(=O)N3CC(C)OC(C)C3)nc2n1 (stereo not drawn)	7	0.0	1.8	7
O=C(Nc1c2c(nn1-c1ccc([N+](=O)[O-])cc1)CSC2)c1c(F)cccc1F	-20	0.0	1.2	12
Cc1nn2c(nc(N3CCOCC3)c3ccccc32)c1C=C1C(=O)N(C)C(=O)N(C)C1=O	-7	-0.2	0.4	0
CCNC(=O)N1CCC(c2nc(-c3ccccc3OC)c3ccccn23)CC1	4	-0.6	-0.2	-3
CN(C)CCNC(=O)c1c(O)c2c([nH]c1=O)CCCC2	-23	-0.1	1.3	2
CC(=O)Nc1ccc2cccc(O)c2n1	-82	-0.2	0.4	1
O=C(NCc1cccnc1)c1cc(-c2cccc(O)c2)on1	2	-0.1	-0.7	-8
Cc1ccc2c(N)cccc2n1 (tested in a mixture with another compound)	-4	-0.1	1.2	-5
CC(C)N(C(=O)Cn1c(SCC(=O)N2CCCC2)nc2ccccc21)C(C)C	0	0.1	7.9*	-5
COc1ccc(/C=C(\C#N)c2nc(-c3cc4c(ccc5ccccc54)oc3=O)cs2)cc1	5	0.2	-0.8	2
CSc1ccc(CNC(=O)Cn2nnnc2CN(C)C(C)C)cc1	6	0.0	1.0	-3
Cc1ccc(CNc2c(-c3cn(C)nc3C)nc3cnccn23)cc1	-9	0.2	-0.3	-10
CCN(CC)c1ccc(C2C(C(=O)Nc3ccc(C)cn3)=C(C)NC3=C2C(=O)CCC3)cc1 (stereo not drawn)	-2	-0.2	-0.8	5
Cc1nc2cccnc2n1C1CCN(CC(=O)N2CCC(C)CC2)CC1	0	-0.1	-0.1	-4
O=C1c2ccccc2NC(c2cccc(F)c2)N1c1ccccc1 (stereo not drawn)	10	0.4	0.2	20
COc1cc(C2NC(=O)NC(C)=C2C(=O)OC2CCC(C)CC2)ccc1O (stereo not drawn)	2	0.1	0.0	3
CC(=O)N/C(=C/c1ccccc1)C(=O)Nc1ccc(I)cc1	11	0.2	-1.3	-15
Next structures.
SMILES	MITF primary	FBW7 act	GPR151 ag	TEAD-YAP block
COc1ccc(C)cc1NC(=O)c1sc2ncn(Cc3ccccc3Cl)c(=O)c2c1C	-2	0.0	-0.6	-1
CC(C)C[C@@H]1NC(=O)[C@@H]2C[C@H](NCc3sc4ccccc4c3Cl)CN2C1=O	9	0.1	-0.7	-3
Cc1ccc(-c2ccc(/C=N/N3C(=O)C4C5C=CC(C6CC56)C4C3=O)o2)c([N+](=O)[O-])c1 (stereo not drawn)	2	-0.1	0.0	-3
CCOC(=O)C1(CC2CC2)CCN(C(=O)CCc2ccncc2)CC1	-5	-0.1	-0.8	-66
Cc1ccc(-c2cc(C(=O)Nc3sc4c(c3C(=O)OC(C)C)CCCC4)c3ccccc3n2)c(C)c1	-3	0.0	-0.2	-6
O=C(O)CNc1ncnc2ccc(Br)cc12	13	-0.1	-0.7	3
CCc1cc2c(SCC(=O)Nc3cccc(OC)c3)ncnc2s1	0	0.0	-0.8	-8
O=C(CSCc1ccc(Cl)cc1Cl)NNC(=O)Nc1cccc([N+](=O)[O-])c1	-16	-0.3	-1.2	2
C=CCn1c(SCC(=O)NC23CC4CC(CC(C4)C2)C3)nc2sc(-c3ccccc3)cc2c1=O	-5	0.0	-0.2	-11
Cc1cccc(N2CCN(S(=O)(=O)c3c(C)noc3C)CC2C)c1 (stereo not drawn)	5	0.0	-0.5	0
O=C1NC(=O)C(CCc2ccccc2)N1 (stereo not drawn)	0	0.0	0.3	8
COC(=O)C1=C(C)NC(=S)NC1c1cccc(Cl)c1 (stereo not drawn)	-5	-0.1	0.1	-4
CCN(CC)CCNC1=NCCn2c1cc1cc(OC)ccc12	-11	0.1	2.8	-9
O=C(NCCCN1CCCC1=O)c1cnc(-c2csc3ccccc23)s1	9	0.1	0.1	-15
O=C(COc1ccccc1)Nc1c(-c2cccs2)nc2ccccn12	-7	-0.1	-1.4	3
CC1CCc2nc(NC(=O)c3ccc(N(C)C)cc3)sc2C1 (stereo not drawn)	12	-0.1	-0.4	-79
O=c1[nH]c(N2CCCC2)nc2c1CCN(Cc1ccc(F)c(F)c1)C2	11	0.0	1.8	9
Cc1ccnc(SCc2cn3c(C)cccc3n2)n1	-11	0.0	-0.7	-35
COc1ccc2c(c1)CCC(C)N2S(=O)(=O)c1ccc(C2CNC(=O)C2)cc1 (stereo not drawn)	2	0.1	8.3*	3
O=C(NC(=S)N1CCCC1)c1ccccc1Br	0	0.0	-0.8	-12
CCCN1C(=O)C(O)(CC(=O)c2cccc(OC)c2)c2cc(Br)ccc21 (stereo not drawn)	-4	0.2	0.6	2
Cc1c(NC(=O)C2COc3ccccc3O2)ccc(-c2ccncc2)c1C (stereo not drawn)	-2	-0.3	0.6	1
COc1ccc(C2Nc3ccccc3C(=O)N2c2ccc(F)cc2)cc1 (stereo not drawn)	3	0.1	-2.3	-21
Cc1[nH]n(-c2ccc(Cl)cc2)c(=O)c1C=O	9	0.0	0.2	6
CCOC(=O)COc1ccc(S(=O)(=O)NC2CC2)cc1	-1	0.1	0.0	9
The list continues:
SMILES	MITF primary	FBW7 act	GPR151 ag	TEAD-YAP block
COc1cccc(CC2(CCC(=O)N(C)Cc3ccc4nsnc4c3)CCC(=O)N2)c1 (stereo not drawn)	-7	-0.2	0.0	0
O=C(C1CCCCC1)N1CCc2c(nc(N3CCCC3)[nH]c2=O)C1	10	0.1	0.8	5
CCOCCCNC(=O)c1ccc2c(c1)ncn2-c1cc(OC)c(OC)c(OC)c1	-9	0.4	-1.0	-26
CCN(CC)C(=O)C(=O)Nc1cccc(Cl)c1	2	0.0	-1.2	-27
CC(=O)N1CCc2cc(C(=O)CN3CCc4ccccc4C3)ccc21	4	-0.1	-0.5	4
CC(=O)OC(OC(C)=O)C12C=CC(O1)C1C(=O)N(c3cccc(C(C)=O)c3)C(=O)C12 (stereo not drawn)	0	0.1	-0.5	-18
N#Cc1ccc(COC(=O)c2nc(Cl)ccc2Cl)cc1	4	0.0	0.0	8
O=C(c1nn2c(c1Cl)NC(c1ccc(Cl)cc1)CC2C(F)(F)F)N1CCN(c2ccccc2)CC1 (stereo not drawn)	5	-0.3	0.6	3
CCOc1cc(CO)ccc1OCc1ccc(Br)cc1	-16	-0.1	-0.1	-12
CCc1[nH]nc2c1C(c1c(F)cccc1Cl)C(C#N)=C(N)O2 (stereo not drawn)	6	0.1	-0.4	4
N#C/C(=C\c1ccc(/C=C(\C#N)c2nn(CCO)c(N)c2C#N)cc1)c1nn(CCO)c(N)c1C#N	15	0.0	1.0	-1
COc1nn(C)cc1C(=O)N1CCCC(C(=O)NCc2ccccc2Cl)C1 (stereo not drawn)	18	0.2	-1.6	10
COc1ccc2nc(N3CCC(NCCc4ccc(OC)c(OC)c4)CC3)nc(C)c2c1	-26	0.3	3.0	5
COC(=O)c1ccccc1NC(=O)C1c2ccccc2C(=O)N(C)C1c1ccc(OC)c(OC)c1 (stereo not drawn)	-11	0.0	0.8	-3
O=C(NCc1ccccc1)c1cc2cc([N+](=O)[O-])ccc2s1	-5	0.0	-1.1	6
Cc1nn(C)cc1CNC(=O)c1ccc([N+](=O)[O-])cc1	12	0.0	-0.2	10
